From PubChem BioAssay
All columns: NCI-60 one-dose screen, growth in % after 48 h at 10 µM unless noted; 100 = growth as untreated, 0 = no growth, -100 = all killed.
LOX IMVI: LOX IMVI melanoma. hit rate 7.4% among 79,000
MALME-3M: MALME-3M melanoma | hit rate 5.8% among 78,000
HS 578T: HS 578T breast cancer. hit rate 4.1% among 78,000
BT-549: BT-549 breast cancer. hit rate 4.4% among 78,000. AID 1794793
MDA-MB-468: MDA-MB-468 breast cancer; hit rate 8.5% among 78,000; AID 2202374
MDA-MB-231: MDA-MB-231 breast cancer | hit rate 5% among 81,000 | AID 1794789
MCF7: MCF7 breast cancer | hit rate 6.3% among 82,000 | AID 1794796
T-47D: T-47D breast cancer | hit rate 5% among 79,000
* hit, by the source's call; x = no result given; & = joins results of further samples; ! = a repeat was not active. Rule for the calls: active = growth percent below 10; inactive = the rest. A portion of the library; count on the stated rates, not on these rows.

SMILES | LOX IMVI | MALME-3M | HS 578T | BT-549 | MDA-MB-468 | MDA-MB-231 | MCF7 | T-47D
O=C1C(N2CC2)=C(N2CC2)C(=O)C(N2CC2)=C1N1CC1 | -62* | -68* | 14 | -34* | 1.0* | 93 | -46* | 30
Nc1cccc(CCCCc2cccc(S(=O)(=O)F)c2)c1 | 97 | 97 | 103 | 100 | x | 98 | 94 | 99
NCC(O)c1ccc(O)cc1 (stereo unspecified) | 110&96 | 141&103 | 110&109 | 102&105 | 109&111 | 122&107 | 100&113 | 104&106
CCCCCCCCNC(c1ccccc1)C(O)c1ccccc1 (stereo unspecified) | 93 | 97 | 109 | x | 77 | 84 | 87 | 90
CCC1(Br)C(=O)NC(=O)NC1=O | 100 | 125 | 96 | 98 | 97 | 108 | 100 | 126
CC1(C)[C@H](O)[C@H](F)C[C@@]2(C)Oc3ccc(C(=O)Nc4ccc5c(c4)NC(=O)C54CCN(CCCCC#N)CC4)cc3C[C@H]12 | 7.0* | 13 | -13* | 33 | 7.2* | 29 | 28 | 38
O=c1cc(N2CCNCC2)c2cc(F)ccc2[nH]1 | 96 | 97 | 80 | 104 | 104 | 104 | 98 | 90
O[C@@]12C[C@@H]([C@H]3CO[C@@H]1O3)n1nnnc1N2 | 70 | 105 | x | 100 | 100 | 108 | 105 | 98
CN(C)C(=O)Oc1cc(OC(=O)N(C)C)cc(C(O)CNC(C)(C)C)c1 (stereo unspecified) | 95 | 102 | 105 | 126 | 105 | x | x | 102
c1cnc2[nH]cc(-c3csc(-c4cn(CCCCN5CCCCC5)c5ccccc45)n3)c2c1 | 84 | 93 | 84 | 105 | 99 | 83 | 59 | 79
C/C(CC(C)(C)N1CC1)=N\NC(=O)NC1CCCCC1 | 99 | 108 | 96 | 111 | 106 | 114 | 103 | 95
CCOC(=O)C(C)(C)Br | 103 | 101 | 106 | 105 | 97 | 123 | 93 | 92
Cc1ccc2oc(=O)c3c(c2c1)OC(N)=C(C#N)C3c1ccco1 (stereo unspecified) | 97 | 99 | 93 | 99 | 91 | 103 | 94 | x
Cc1ccc(C(=O)C2CN(C)CCC2(O)c2ccc(C)cc2)cc1 (stereo unspecified) | 99 | 120 | 97 | x | 119 | 116 | 98 | 102
CCc1ccccc1N | 96 | 112 | 106 | 68 | 113 | 103 | 98 | 105
Oc1ccc2c3c1OC1[C@@H](O)CC[C@@]4(O)[C@@H](C2)N(CC2CCC2)CC[C@]314 (stereo partly specified) | 97 | 92 | 105 | 106 | 100 | 114 | 93 | 100
CC(=O)O[C@H]1CC[C@]2(C)[C@H]3CC[C@]4(C)[C@@H](OC(C)=O)CC[C@H]4[C@@H]3[C@@H](C)[C@]2(O)C1 | 97 | x | 110 | 113 | 104 | 108 | 104 | 106
COc1cc2c(cc1OC)CC(C)NC2 (stereo unspecified) | 98 | 108 | 98 | x | 88 | 100 | 99 | 110
CCc1cccc2ccccc12 | 98 | 101 | 115 | 97 | 109 | 109 | 99 | 100
CC1CCC2CON(C(C)(C)C)C2C1 (stereo unspecified) | 99 | 99 | 111 | 98 | x | 104 | 94 | 95
Cc1ccc(N=C=O)cc1N=C=O | 109&96 | 113&109 | 171 | 98&110 | 111 | 106&133 | 97&102 | 90&86
CC1=C(CN(O)C(N)=O)C2=C(C)C3(CC3)[C@@](C)(O)C(=O)C2=C1 | -28* | -39* | -17* | -25* | -69* | 6.6* | 9.8* | -3.8*
c1ccc2c(c1)ccc1n[se]nc12 | 103 | 100 | 103 | 109 | 94 | 105 | 100 | 112
CSc1nc(Cl)cc(N2CC2)n1 | 111 | 105 | 110 | 111 | x | 106 | 105 | 108
O=C(/C=C/C(=O)OCC(Cl)(Cl)Cl)OCC(Cl)(Cl)Cl | 106 | 135 | 103 | 118 | 109 | 116 | 101 | 112

The final three records of the section before open the next one:
SMILES | LOX IMVI | MALME-3M | HS 578T | BT-549 | MDA-MB-468 | MDA-MB-231 | MCF7 | T-47D
c1ccc2c(c1)ccc1n[se]nc12 | 103 | 100 | 103 | 109 | 94 | 105 | 100 | 112
CSc1nc(Cl)cc(N2CC2)n1 | 111 | 105 | 110 | 111 | x | 106 | 105 | 108
O=C(/C=C/C(=O)OCC(Cl)(Cl)Cl)OCC(Cl)(Cl)Cl | 106 | 135 | 103 | 118 | 109 | 116 | 101 | 112
O=C(CCl)c1ccc([N+](=O)[O-])o1 | -82* | -55* | 41 | 44 | -49* | 65 | 19 | -53*
CN1C2CNC(=O)CC1C1CCC2C1 (stereo unspecified) | 106 | 108 | 105 | 123 | 100 | 121 | 102 | 99
Cc1c([N+](=O)[O-])cc(S(=O)(=O)O)cc1[N+](=O)[O-] | 96 | 115 | 106 | x | 113 | 111 | 100 | 107
C=CC[Se]C(=O)c1ccc(C(=O)[Se]CC=C)s1 | -76* | -48* | -22* | -92* | -61* | -36* | -55* | -40*
CC(=O)Nc1nc2c(s1)C1=CC[C@H]3[C@@H]4CC[C@H](OC(C)=O)[C@@]4(C)CC[C@@H]3[C@@]1(C)CC2 | 63 | 67 | 39 | 39 | 56 | 80 | 44 | 74
CC1=NNC(=O)C1Br (stereo unspecified) | 100 | 110 | 111 | 105 | 115 | 120 | 99 | 101
CC(C)(O)C(Cl)(Cl)Cl | 98 | 106 | 92 | 132 | 102 | 96 | 101 | 113
C#CC(C)(O)C(C)C (stereo unspecified) | 108 | 113 | 114 | 99 | 106 | 125 | 96 | 103
CN(C)C1C(=O)C(C(N)=O)=C(O)C2(O)C(=O)C3=C(O)c4c(O)cccc4C(C)(O)C3CC12.[Cl][Sb]([Cl])[Cl] (stereo unspecified) | 26 | -21* | 32 | 15 | x | 79 | 58 | 60
C[C@]12CC[C@H](O)CC1=CCC1C2CC[C@]2(C)C(=O)CC[C@@H]12 (stereo partly specified) | 100 | 96 | 108 | 106 | 96 | 98 | x | 116
O=S(=O)(F)c1cccc(Cl)c1C[P+](c1ccccc1)(c1ccccc1)c1ccccc1 | 101 | 90 | 103 | 106 | 47 | 99 | 103 | 92
COc1ccc(C2=CC(c3ccc(OC)c(OC)c3)c3c(c4ccccc4oc3=O)O2)cc1OC (stereo unspecified) | 36 | 75 | -5.7* | -4.5* | -8.4* | 28 | 12 | 35
CC12CCC3C(CCC4CC(O)CCC43C)C1CCC2=O (stereo unspecified) | 92 | 102 | 82 | 113 | x | 111 | 116 | 113
COc1cc[c]([Hg][Cl])cc1 | -84* | 47 | 30 | 45 | -63* | 46 | 28 | -3.0*
CCN(CC)CCSC(=O)C(O)(c1ccccc1)c1ccccc1 | 91 | 102 | 81 | 107 | 111 | 92 | 98 | 107
CNc1ccccc1C(=O)O | 95 | 91 | 109 | 95 | 119 | 104 | 98 | 113
COc1ccc(/C=C\c2cc(OC)c(OC)c(OC)c2)cc1NS(=O)(=O)c1ccc(Cl)cc1 | 71 | 60 | 68 | 84 | 42 | 66 | x | 60
COC(=O)C[C@](O)(CCC(C)C)C(=O)O[C@H]1C(OC)=C[C@@]23CCCN2CCc2cc4c(cc2[C@@H]13)OCO4 | -82* | -45* | -26* | -34* | -40* | -30* | -17* | -7.4*
CCOP(=S)(Oc1ccc([N+](=O)[O-])cc1)c1ccccc1 (stereo unspecified) | 96 | 141 | 111 | 108 | 122 | 114 | 113 | 98
CC(C)(C)c1ccc(O)c(C[N+](C)(C)C)c1 | 101 | 92 | 90 | 105 | 90 | 100 | 87 | 99
COC(=O)CCc1c[nH]c2ccc(N(CCCl)CCCl)cc12 | 30 | 71 | x | 57 | 8.7* | 121 | 31 | 60
C[C@]12CCC(=O)C[C@@H]1CC[C@@H]1[C@@H]2CC[C@]2(C)C(=O)CC[C@@H]12 | 100 | 105 | 116 | x | 86 | 111 | 104 | 100
O=C(CC1(O)C(=O)N(Cc2ccccc2)c2ccc(Cl)cc21)c1ccc(C(=O)NCC2CCC3(CC2)OOC2(CCCCC2)OO3)cc1 (stereo unspecified) | -79* | -70* | -4.5* | 12 | 6.6* | -75* | 17 | -56*
CN[C@@H](C)[C@@H](O)c1ccccc1 | 99 | 112 | 113 | 110 | 106 | 109 | 115 | 91
OC[P+](CO)(CO)CO | 87 | 113 | 103 | 114 | 80 | 97 | 96 | 96

4 neighbouring entries already listed:
SMILES | LOX IMVI | MALME-3M | HS 578T | BT-549 | MDA-MB-468 | MDA-MB-231 | MCF7 | T-47D
CC1=NNC(=O)C1Br (stereo unspecified) | 100 | 110 | 111 | 105 | 115 | 120 | 99 | 101
CC(C)(O)C(Cl)(Cl)Cl | 98 | 106 | 92 | 132 | 102 | 96 | 101 | 113
C#CC(C)(O)C(C)C (stereo unspecified) | 108 | 113 | 114 | 99 | 106 | 125 | 96 | 103
CN(C)C1C(=O)C(C(N)=O)=C(O)C2(O)C(=O)C3=C(O)c4c(O)cccc4C(C)(O)C3CC12.[Cl][Sb]([Cl])[Cl] (stereo unspecified) | 26 | -21* | 32 | 15 | x | 79 | 58 | 60

Other compounds follow:
SMILES | LOX IMVI | MALME-3M | HS 578T | BT-549 | MDA-MB-468 | MDA-MB-231 | MCF7 | T-47D
O=C(O)c1ccc(N2CC2)cc1O | 93 | 117 | 114 | 109 | 103 | 97 | 108 | 96
Nc1ccc(Sc2ccc(N)cc2)cc1 | 99 | 101 | 98 | 101 | 96 | 80 | 102 | x
CC(=O)C1COC(=O)C1 (stereo unspecified) | 102 | 141 | 102 | 125 | 104 | 110 | 108 | 111
CC(C)(C)c1ccc(C(C)(C)OO)cc1 | 105 | x | 109 | x | 116 | 109 | 109 | 107
Nc1nonc1-c1noc(-c2nonc2N)n1 | 96 | 90 | 99 | 99 | 87 | 94 | 99 | 125
C/C1=C/C(=O)O[C@@H]2C[C@@H](CC[C@H](C)/C=C\C=C\CC1)O[C@@](O)([C@@H]1CSC(=O)N1CO)C2 | 7.4* | 14 | -49* | -13* | 10 | 14 | 57 | 57
O=C1O[C@H]2CC[C@H]3SC[C@@H]1N23 | 100 | 93 | 100 | 99 | 93 | 124 | 101 | 99
CC[C@H]1C2CC3[C@@H]4N(C)c5ccccc5[C@]45C[C@@H](C2C5O)N3[C@@H]1O (stereo partly specified) | 98 | 94 | 107 | 97 | 97 | 106 | 99 | 98
COC(=O)[C@H]1CN(C)[C@@H]2Cc3c[nH]c4cccc(c34)[C@]23C[C@H]13 | 90 | 110 | 101 | 98 | 105 | 99 | 102 | 105
Oc1ccccc1Br | 103 | 111 | 102 | x | 103 | 115 | 110 | 106
C1CC2CCC1CNC2 | 94 | 105 | 99 | 84 | 115 | 112 | 90 | 109
COc1cccc2c1cc([N+](=O)[O-])c1c(C(=O)O)cc3c(c12)OCO3 | 99&100&70 | 99&96&106 | 110&105&107 | 102&120&92 | -47*! | 106&106&88 | 94&95&38 | 84&96&91
CCCCOP(=O)(CCC(=O)NC)OCCCC | 106 | 95 | 97 | 104 | 98 | 96 | 91 | 101
COC(=O)[C@@H](C)C[C@H](Cc1ccccc1)NC(=O)c1nc([C@@H](C[C@H](C(C)C)N(C)C(=O)[C@@H](NC(=O)[C@H]2CCCCN2C)C(C)C)OC(C)=O)sc1C(C)C | 9.2* | 57 | 4.2* | -36* | 21 | 2.7* | 18 | 53
CCCCC1(CCI)C(=O)NC(=O)NC1=O | 100 | 114 | 92 | 109 | 105 | 105 | 94 | 98
CCC(C)P(=O)(N1CC1C)N1CC1C (stereo unspecified) | 94 | 110 | 104 | 90 | 104 | 103 | 97 | 87

Quoted at random: three entries already listed
SMILES | LOX IMVI | MALME-3M | HS 578T | BT-549 | MDA-MB-468 | MDA-MB-231 | MCF7 | T-47D
COC(=O)[C@@H](C)C[C@H](Cc1ccccc1)NC(=O)c1nc([C@@H](C[C@H](C(C)C)N(C)C(=O)[C@@H](NC(=O)[C@H]2CCCCN2C)C(C)C)OC(C)=O)sc1C(C)C | 9.2* | 57 | 4.2* | -36* | 21 | 2.7* | 18 | 53
Nc1ccc(Sc2ccc(N)cc2)cc1 | 99 | 101 | 98 | 101 | 96 | 80 | 102 | x
CCC(C)P(=O)(N1CC1C)N1CC1C (stereo unspecified) | 94 | 110 | 104 | 90 | 104 | 103 | 97 | 87
